# Screening results: PubChem, National Center for Advancing Translational Sciences (NCATS)
# IL1B secr inh – qHTS for Inhibitors of Inflammasome Signaling: IL-1-beta AlphaLISA Primary Screen; THP-1 LPS/ATP IL-1B secretion, AlphaLISA, 16 h; hits give low values; activity change, % at 57.5 µM; 360,000 compounds, 4.7% hits; in the data active means activity change below about -50%; inconclusive means mostly about -30% to -49%; further: on the % scale 0 is the no-effect control and ±100 the full control effect
#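 Secreted IL-1B measured by AlphaLISA bead assay after 16 h compound exposure of THP-1 cells; compounds (final up to 57.5 uM) added 1 h before LPS (250 ng/mL) and ATP (1.25 mM) stimulation; lower signal means less secretion.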
# KB-V1 MDR tox – qHTS assay for MDR1-selective chemotherapeutics: Primary screen using the drug-selected MDR subline cells KB-V1. KB-V1 MDR cells viability, CellTiter-Glo, 72 h. Potency, µM (top dose mostly 46.1 µM), inactives show at the top dose activity change, negative = cytotoxicity, usual class: cytotoxic. 400,000 compounds, 3.4% hits; further: potency means the concentration at half of the fitted maximal effect; on the % scale 0 is the no-effect control and ±100 the full control effect; nearly all actives have a fitted effect of over 60% in size
#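 Compound-treated KB-V1 multidrug-resistant cells, 72 h, 37 degrees C; viability by CellTiter-Glo. Fitted qHTS curves give the values.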
# KB-3-1 cytotox – qHTS assay for MDR1-selective chemotherapeutics: Primary screen using the parental adenocarcinoma cell KB-3-1. KB-3-1 viability, CellTiter-Glo ATP luminescence, 72 h. Potency, µM (doses to about 46.1 µM), inactives show at the top dose activity change, negative = cytotoxic, usual class: cytotoxic. 400,000 compounds, 1.4% hits; further: potency means the concentration at half of the fitted maximal effect; on the % scale 0 is the no-effect control and ±100 the full control effect; nearly all actives have a fitted effect of over 60% in size
#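 72 h, 37 °C compound treatment of KB-3-1 parental cells; CellTiter-Glo added, 10 min, luminescence read. Data corrected against DMSO-only plates and normalized before curve fitting.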
# MCF10A rereplic – A quantitative high throughput screen for small molecules that induce DNA re-replication in MCF 10a normal breast cells; MCF 10A DNA re-replication, Hoechst nuclear intensity, 48 h; Potency, µM (series often up to 46.1 µM), inactives show at the top dose activity, positive = re-replication, most hits filed as activators; 350,000 compounds, 2.9% hits; AID 624296, 2012; further: potency means the concentration at half of the fitted maximal effect; % of control where 0% means no effect; nearly all actives have a fitted effect of over 50% in size
# SW480 rereplic – A quantitative high throughput screen for small molecules that induce DNA re-replication in SW480 colon adenocarcinoma cells. SW480 DNA re-replication, Hoechst DNA content imaging, 48 h. Potency, µM (doses to about 46.1 µM), for inactives: at the top dose re-replication activation, most hits filed as activators. 340,000 compounds, 1.8% hits; further: potency means the concentration at half of the fitted maximal effect; % of control where 0% means no effect; nearly all actives have a fitted effect of over 55% in size
#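 Hoechst fluorescence of nuclei (405 nm excitation, 500-530 nm emission) measured by plate-scanning imager after 48 hr compound exposure at 37 C; re-replication scored as increased number of nuclei with elevated intensity.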
# HT1080 IDH1KD tx – qHTS for induction of synthetic lethality in tumor cells producing 2HG: qHTS for the HT-1080-IDH1KD cell line. 360,000 compounds, 2% hits. Potency, µM (titrated, usually from 46.1 µM), inactives show at the highest dose activity, negative = toxicity, hits mostly cytotoxic. HT-1080 IDH1 knockdown viability, ATP luminescence, 48 h;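 further: potency means the concentration at half of the fitted maximal effect; 0% = DMSO wells and -100% = cell-free medium wells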
#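 Assay cells: HT-1080 with IDH1 knockdown, 750 per well, RPMI/5% FBS. Exposure: 48 h at 37 °C following 2 h pre-incubation. Read: CellTiter-Glo luminescence; fitted concentration-response, curve class assigned.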
# ATXN viability – Viability Counterscreen for Primary qHTS for Inhibitors of ATXN expression; AID 651635, 2014; S2 cells (HEK-293 line with an ATXN2-luciferase reporter) viability, CellTiter-Fluor protease fluorescence, 24 h; Potency, µM (highest dose often 56.7 µM), usual class: cytotoxic; 400,000 compounds, 0.49% hits; further: potency means the concentration at half of the fitted maximal effect; nearly all actives have a fitted effect of over 40% in size
# ATXN2 expr inh – Primary qHTS for Inhibitors of ATXN expression | HEK-293 ATXN2-luciferase reporter, luminescence, 24 h | Potency, µM (series often up to 57 µM), inactives show at the highest dose activity change, negative = inhibition, most hits filed as inhibitors | 360,000 compounds, 0.72% hits; further: potency means the concentration at half of the fitted maximal effect; on the % scale 0 is the no-effect control and ±100 the full control effect; nearly all actives have a fitted effect of over 55% in size
#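 ATXN2-luciferase reporter cells (luciferase flanked by upstream and downstream ATXN2 gene portions) were treated 24 h at 37 °C with compounds at up to 57 uM. SteadyGlo luminescence gave expression; GF-AFC fluorescence gave viability.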
# HT1080-NT tox – qHTS for induction of synthetic lethality in tumor cells producing 2HG: qHTS for the HT-1080-NT fibrosarcoma cell line; HT-1080-NT fibrosarcoma viability, CellTiter-Glo ATP luminescence, 48 h; Potency, µM (highest dose often 46.1 µM), for the others: at the top dose activity, negative = less viability, actives largely listed as cytotoxic; 360,000 compounds, 1.6% hits; AID 686970, 2013;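 further: NT is the 2HG producing partner of a matched IDH1 knockdown line; potency means the concentration at half of the fitted maximal effect; 0% = DMSO-treated cells and -100% = media-only wells without cells; nearly all actives have a fitted effect of over 55% in size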
#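 750 cells/well, RPMI + 5% FBS; 2 h settle, compound pin-transfer, 48 h at 37 degrees C. CellTiter-Glo 10 min RT, luminescence. Normalized to DMSO and media-only wells.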
# * marks the source's active call; other numbers are inactive results; i = inactive; ? = inconclusive; . = not tested or not shown; & = joins results of further samples; [ ] = another dose, or the depositor's remark. Unless noted, the call rests on the fitted dose curve; in most records, active means well fitted curve in the direction sought with a large enough effect; inconclusive means small, poorly fitted or top-dose-only effect, or another doubt; inactive means no such curve, though single readings can be large; an effect the other way counts as inactive or inconclusive.
SMILES,SW480 rereplic,KB-3-1 cytotox,ATXN viability,HT1080 IDH1KD tx,KB-V1 MDR tox,MCF10A rereplic,ATXN2 expr inh,IL1B secr inh,HT1080-NT tox
CC(OC(=O)C1CCN(c2ccc(C(F)(F)F)cn2)CC1)C(=O)Nc1cccc([N+](=O)[O-])c1 (stereo unspecified),10%,?,i,-6%,-1%,?,7%,14,-2%
CCC(=O)N1N=C(c2ccc(Cl)cc2)CC1c1ccco1 (stereo unspecified),?,?,i,-10%,-24%,-5%,5%,.,-3%
CCn1c(=O)c2cc(C(=O)NC3CCCCCC3)sc2c2ccccc21,.,-24%,i,.,-11%,.,?,.,.
COc1cc(OC)cc(-c2nnc(SCC(=O)N3c4ccccc4Sc4ccccc43)o2)c1,0%,-2%,i,5%,1%,0%,1%,4,10%
O=C1c2ccccc2C(=O)N1CCCC(=O)N1CCCc2ccccc21,-2%,-3%,i,6%,-3%,4%,26%,-17,-4%
CCCCn1c(N)c(N(CCOC)C(=O)c2sc3cc(F)ccc3c2Cl)c(=O)[nH]c1=O,-461%[inhibitor],10%,i,-1%,23%,-15%,0%,-12,-1%
CCOC(=O)c1cnn(-c2ccccc2)c1-n1cccc1,-6%[9.22 µM],-18%,i,2%,-10%,4%,2%,3,1%
c1coc(-c2nc(-c3ccco3)c(-c3ccco3)nc2-c2ccco2)c1,?,-2%&1%,i,?,?,?,?,14,?
Clc1ccc(OCc2nnc3n2N=C(c2ccc4c(c2)OCCO4)CS3)c(Cl)c1,?,?,.,8.9µM*,?,7%,.,4,10µM*
O=C(NCC1CCCO1)Nc1cccc(Cl)c1 (stereo unspecified),-3%,0%,i,15%,?,-2%,10%,-1,17%
CCOCCOC(=O)C1=C(C)NC2=C(C(=O)CC(c3cccs3)C2)C1c1ccsc1 (stereo unspecified),2%,-4%,i,-28%,21µM*,-1%,-1%,-20,?
Cc1c(C)n(C)c2ccc(C(=O)NCCCN(C)C3CCCCC3)cc12,?,-3%,i,-28%,-17%,6%,-4%,-17,?
O=C(N/N=C/c1ccccc1Cl)c1[nH]c2ccc(Br)cc2c1-c1ccccc1,?,?,i,0.46µM*,5.8µM*,?,?,56,0.52µM*
C/C(CC(=O)Nc1ccc(Br)cc1)=N\NC(=O)Cc1csc(N)n1,-2%,0%,i,?,-3%,-3%,-15%,-1,-22%
COc1ccc(OCCN2C(=O)NC(C)(c3ccc(C)cc3)C2=O)cc1 (stereo unspecified),-9%,0%,i,3%,-1%,0%,-1%,7,-1%
CCc1cccc(C)c1NC(=S)NCCc1c(C)[nH]c2ccc(C)cc12,?,?,i,-20%,?,10µM*,?,53,-12%
CC(O)(c1ccc(F)c(F)c1)c1nc(-c2ccc3ccccc3c2)cs1 (stereo unspecified),.,?,i,?,?,.,-35%,0,?
CC1CCCN(S(=O)(=O)c2ccc(NC(=O)[C@@H]3CCCN3C(=O)c3cccs3)cc2)C1 (stereo partly specified),-9%,-4%,i,-3%,-9%,23%,-4%,15,-5%
Cc1ccc(-c2csc(N(CCCN3CCOCC3)C(=O)c3ccco3)n2)cc1,0%,-8%,i,?,-17%,3%,-22%,-53*,?
Cc1ccccc1C(=O)NCC(=O)NNC(=S)NC(=O)c1ccccc1,-4%,0%,i,5%,-22%,-9%,0%,43,3%
COc1cc(CNC(C)C23CC4CC(CC(C4)C2)C3)cc(OC)c1OC (stereo unspecified),15%,-16%,i,-9%,7%,6%,-9%,-20,-17%
CC(=O)NC(c1cccc(F)c1)c1nc(-c2cnn(C)c2)cs1 (stereo unspecified),.,0%,i,19%,0%,.,0%,42,?
COc1ccc(/C=C(\NC(=O)c2ccc(C)cc2)C(=O)NCCCN2CCOCC2)cc1OC,-26%,-2%,i,1%,17%,?,6%,6,9%
Cc1cccc(Nc2ccccc2C(=O)OCC(=O)NCc2ccco2)c1C,?,?,i,?,13µM*,?,-16%,5,-1%
CC(C)OCCCNC(=O)C1CCC(=O)N1C(C)C (stereo unspecified),?,-13%,i,0%,1%,?,2%,12,4%
O=S(=O)(Nc1ccc(-c2ccc(N3CCCC3)nn2)cc1)c1ccc(Cl)cc1,.,-8%,i,.,-21%,.,-10%,.,.
COc1ccc(C)cc1NC(=O)c1oc2ccc(S(=O)(=O)N3CCOCC3)cc2c1C,.,-3%,i,.,-14%,.,-1%,.,.
Cc1[nH]n(S(=O)(=O)Cc2ccccc2)c(=O)c1N=Nc1ccccc1Cl,-4%,-2%,?,-8%,-20%,2%,-31%[11.3 µM],53,-4%
Cc1nnc(SC(C(=O)c2ccccc2)c2ccccc2)[nH]c1=O (stereo unspecified),-8%,4%,i,?,4%,1%,1%,99,-23%
CCOc1c(C=C(C#N)C#N)c2ccccc2n1CC,.,13%,i,-17%,-19%,8%,-17%,0,-7%
COc1ccc(CNC(=O)c2cc(S(=O)(=O)N3CCCCC3)ccc2N2CCOCC2)cc1OC,11%,-5%,i,-11%,23µM*,11%,-2%,-29,3%
COc1cc2oc(=O)cc(-c3ccc(-c4ccc(C(F)(F)F)cc4)cc3)c2c(OC)c1OC,-15%,0%,i,1%,-1%,?,3%,31,2%
O=C(CC1C(=O)NCCN1C(=O)Nc1ccccc1)Nc1cc(Cl)cc(Cl)c1 (stereo unspecified),?,-4%,i,26µM*,1%,?,-34%,?,16µM*
CCCCNc1nnc(CCn2nc(C)c(Br)c2C)s1,0%,4%,i,-1%,-9%,7%,8%,-13,-3%
COc1ccccc1NC(=O)N1CCCC1C(=O)NCc1ccc2c(c1)OCO2 (stereo unspecified),-5%,11%,i,12%,10%,-4%,-1%,-6,6%
Cc1cccc2sc(NC(=O)C3CC3)nc12,1%,6%,i,4%,-18%,?,21%,6,5%
CCc1nn(CCCC(=O)N2CCN(c3ccc(OC)cc3)CC2)c(=O)c2cc3occc3n12,-29%,-2%&0%,i,-1%,-16%&-17%,0%,-22%&3%,-4,-4%
CCCCNC(=S)Nc1ccccc1F,0%,-6%,i,13%,5%,-1%,5%,19,5%
Cc1ccc(C(=O)Nc2ccccc2OC(F)F)cc1,-4%,-18%,i,8%,8%,0%,22%,-7,4%
Fc1ccc(CNc2nc3ccccc3n3cnnc23)cc1,-12%,-11%,i,8%,?,0%,-2%,20,5%
CCc1nnc(NC(=O)CSc2nnc(Cc3ccccc3)n2-c2ccccc2)s1,1%,11%,i,-5%,-9%,9%,1%,21,-2%
Cc1ccc(CC(=O)Nc2nc3c(s2)CCCC3)cc1,-9%,?,i,?,?,?,62%[activator],4,?
CC1(C)CC(=O)C2=C(C1)c1c(ccc3ncccc13)NC2c1cccs1 (stereo unspecified),?,3.7µM*,?,4.1µM*,5.8µM*,9.2µM*,5%,0,3.3µM*
CC(O)[C@H]1CNCCN1CCc1cccc2ccccc12 (stereo partly specified),3%,0%,i,-7%,-4%,5%,-6%,3,0%
COCCn1c(C)cc(C(=O)CSc2ccc(NC(C)=O)cc2)c1C,-18%,-1%,i,9%,-26%,2%,31%[activator],-2,0%
O=C(NCCN1C(=O)S/C(=C\c2ccccc2F)C1=O)C1CC(=O)N(Cc2ccccc2)C1 (stereo unspecified),-4%,-2%,i,1%,?,1%,5%,?,-1%
O=C(NCc1cccnc1)C(=O)Nc1cc2c3c(c1)CC(=O)N3CCC2,-1%,13%,i,6%,0%,1%,-3%,21,8%
Cc1ccccc1OCC(=O)OCc1cc(=O)n2nc(-c3cccs3)sc2n1,.,0%,i,.,11%,.,7%,.,.
O=C(O)C1=C(C(=O)O)C2C=CC1C2,-5%,3%,i,9%,2%,7%,1%,13,4%
Cc1ccc(OCC(=O)NC(=S)Nc2ccc(Br)cn2)cc1,-3%,0%,i,11%,-4%,0%,.,35,-1%
COc1ccc(CC(=O)NC(C)c2nnc(SCCC(=O)Nc3ccccc3)n2C)cc1 (stereo unspecified),-2%,8%,i,0%,?,-5%,2%,43,1%
CCn1c(CNc2ccc(F)cc2)nnc1SCC(=O)Nc1ccc(OC)cc1OC,-14%,-1%,i,1%,?,-1%,-2%,-7,-1%
CCCCCC(=O)N1C[C@@H](O)[C@H](n2cc(COC(=O)c3ccccc3)nn2)C[C@@H]1c1ccc(C)cc1,.,12%,i,-5%,-4%,.,0%,-17,-9%
CC(C)(C)NC(=O)CN(C(=O)CCC(=O)Nc1nccs1)c1cccc(C(F)(F)F)c1,-5%,-5%,i,10%,-1%,9%,.,-14,-3%
CCc1cc2c(=O)c(-c3nc4ccccc4n3C)c(COCC(=O)O)oc2cc1O,?,-3%,i,-10%,15%,4%,5%,0,-2%
CCc1ccc(-c2nc(NC(=O)c3ccc(OCC(=O)Nc4ccc(F)cc4)c(OC)c3)sc2C)cc1,-33%[inhibitor],2%,?,11%,-19%,10%,-22%,18,12%
O=C(CNC(=O)c1ccc(N2C(=O)c3ccccc3C2=O)cc1)OCC(=O)c1ccc(Cl)cc1,-2%,?,i,3%,23%,-1%,1%,15,9%
